RTF Ca sens inh = cardiac RTF calcium sensitivity inhibitors, primary screen, biochemical, IANBD-TnC fluorescence, EC70 calcium; AID 493244, 2011; 340,000 compounds, 0.12% hits; Troponin I, cardiac muscle (Homo sapiens) + Troponin T, cardiac muscle (Homo sapiens) + …; IANBD-labeled cardiac RTF, Ca2+ fluorescence; inhibition, % at 7.15 µM;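 active = inhibition above the mean inhibition of all tested compounds plus 3 SD, cut at about 17% in these data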;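 also: assay run at fixed EC70 calcium of 1.6 mM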
LANA DNA inh = inhibitors of KSHV C-LANA binding to DNA, primary screen, biochemical, fluorescence polarization, FAM-LBS DNA, MBP-C-LANA, single point | AID 504423, 2011 | inhibition, % at 9 µM | 340,000 compounds, 0.078% hits | Kaposi's sarcoma herpesvirus LANA C-terminal domain (residues 932-1162) DNA binding;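 active = highest replicate inhibition at or above 60% at 9 µM, even if other replicates fall short; inactive = all replicates below 60% inhibition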;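 also: 0% = neutral control wells and 100% = 4 µM acridine orange control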
DSG3 Ab inh = inhibitors of pemphigus antibody binding to DSG3, primary screen, biochemical, bead-based, flow cytometry, scFv-GFP | Desmoglein-3 (Homo sapiens), P32926 | DSG3-coupled beads, scFv-anti-DSG3-GFP binding; hits give low values | binding (percent of control), % at 10 µM | 310,000 compounds, 0.48% hits | AID 588358, 2011;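 active = binding more than 3 SD below its plate's average and above zero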;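 also: hits lower antibody fragment binding to DSG3; some compounds called inactive have numbers as strong as hits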
Arrestin-AP2 inh = inhibitors of beta-arrestin/AP2 binding, primary screen, biochemical, GPCR trafficking, flow cytometry. FITC-arrestin peptide / GST-AP2 beads; AP2 beta2 appendage carries R879A mutation. beta-arrestin 1 C-terminal peptide binding to AP2 beta2-adaptin appendage (human). 340,000 compounds, 0.31% hits. inhibition, % at 10 µM;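 active = inhibition above a set limit, near 3 SD of compounds lacking own fluorescence, cut at about 54% in these data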;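 also: plate controls were DMSO wells for no effect and 5 µM unlabelled arrestin peptide for full effect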
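System: GST-AP2 R879A glutathione beads | Also added: FITC-arrestin peptide, 50 nM | Times: 12 min plus 1 h, RT | Signal: Bead flow cytometry, FITC channel | Buffer or medium: PBS with 0.05% Tween 20 and 0.1% BSA | Read-out basis: Percent drop in bead-associated FITC signal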
DAGLB inh = DAGLB lipase inhibitors, primary screen, biochemical, fluorescence, HTS. Diacylglycerol lipase-beta (Homo sapiens), Q8NCG7. HEK293T DAGLB membrane lysate, EnzChek fluorogenic substrate. inhibition, % at 5.17 µM. 340,000 compounds, 0.059% hits. AID 504411, 2011; in the data active = inhibition above about 34%;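 also: 0% = enzyme with vehicle and 100% = wells lacking enzyme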
CAL PDZ FP-1 = untagged CAL PDZ binding inhibitors, primary screen, biochemical, fluorescence polarization, HTS; purified CAL PDZ, TMR-peptide fluorescence polarization, 1 h; inhibition, % at 24.9 µM; 300,000 compounds, 0.92% hits; AID 602252, 2012;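 active = mean inhibition of at least 30% with at least half of replicates also reaching 30%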;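 also: 0% = DMSO neutral control and 100% = excess unlabeled competitor peptide PRC23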
V-ATPase pH = regulators of yeast V-ATPase proton pumping, primary screen, pHLuorin cytosolic pH fluorescence | S. cerevisiae | response, % at 10 µM | 350,000 compounds, 0.37% hits | AID 504577, 2011; in the data active = response mostly above about 7.3%, no sharp cut-off; inactive = mostly below about 5.4%; also: actives read high; inactives centre near 0; some compounds called inactive have numbers as strong as hits; reference of the scale not given here
Keap1 Nrf2 FP = Keap1-Nrf2 protein-protein interaction inhibitors, primary screen, biochemical, fluorescence polarization, single point; Keap1 Kelch-Nrf2 peptide fluorescence polarization, 1536-well; 340,000 compounds, 0.15% hits; inhibition, % at 9.4 µM; Kelch-like ECH-associated protein 1 (Homo sapiens), Q14145; in the data active = inhibition above about 12%;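 also: human Keap1 Kelch domain with fluorescein labeled Nrf2 9mer peptide probe; 0% = neutral control wells and 100% = peptide positive control; higher means more block of Keap1 binding to Nrf2 peptide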
Target sequence (Q14145 whole entry, looked up, the tested form may be a part): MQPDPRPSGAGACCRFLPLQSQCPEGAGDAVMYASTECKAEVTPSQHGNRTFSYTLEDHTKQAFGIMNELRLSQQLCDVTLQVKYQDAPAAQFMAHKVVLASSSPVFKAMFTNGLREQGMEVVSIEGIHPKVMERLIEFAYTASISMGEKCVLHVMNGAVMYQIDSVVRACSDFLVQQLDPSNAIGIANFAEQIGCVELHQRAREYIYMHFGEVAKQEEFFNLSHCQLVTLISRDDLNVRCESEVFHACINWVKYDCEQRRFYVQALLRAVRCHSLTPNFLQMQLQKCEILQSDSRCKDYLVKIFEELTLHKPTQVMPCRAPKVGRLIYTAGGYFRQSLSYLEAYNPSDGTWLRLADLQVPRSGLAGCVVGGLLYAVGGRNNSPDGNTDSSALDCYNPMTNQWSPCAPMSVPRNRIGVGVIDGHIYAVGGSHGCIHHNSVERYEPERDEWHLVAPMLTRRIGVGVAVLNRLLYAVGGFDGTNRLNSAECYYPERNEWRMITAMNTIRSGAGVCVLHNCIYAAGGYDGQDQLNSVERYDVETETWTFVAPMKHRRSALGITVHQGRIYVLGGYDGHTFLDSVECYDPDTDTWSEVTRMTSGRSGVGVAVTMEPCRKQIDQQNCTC
CAL PDZ FP-2 = CAL PDZ peptide-binding inhibitors, primary screen, biochemical, fluorescence polarization, Cer-tagged CAL PDZ, HTS. Golgi-associated PDZ and coiled-coil motif-containing protein (Homo sapiens), Q9HD26. purified CAL PDZ, TMR-peptide fluorescence polarization, 1 h. inhibition, % at 20 µM. 330,000 compounds, 0.02% hits. AID 504414, 2011;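 active = highest replicate inhibition of at least 40%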;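 also: plate controls were DMSO neutral control wells for no effect and unlabeled competitor peptide control wells for full effect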
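System: tagged CAL PDZ domain. Schedule: 1 h room-temperature incubation prior to read. Signal: fluorescence polarization (mP). Measure: percent inhibition from loss of millipolarization.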
NSD2 inh = NSD2 histone methyltransferase inhibitors, primary screen, biochemical, AlphaScreen, single concentration, set 2. Histone-lysine N-methyltransferase NSD2 (Homo sapiens), O96028. NSD2 peptide methylation, 120 min. inhibition, % at 12.5 µM. 310,000 compounds, 0.54% hits; in the data active = inhibition above about 50%
* hit, by the source's call; · = no result given.

RTF Ca sens inh	LANA DNA inh	DSG3 Ab inh	Arrestin-AP2 inh	DAGLB inh	CAL PDZ FP-1	V-ATPase pH	Keap1 Nrf2 FP	CAL PDZ FP-2	NSD2 inh	compound
-2	-0.9	102	3	4	0	2	-3	-0.6	·	C=C1CCC2[C@](C)(CO)[C@H](O)CC[C@@]2(C)[C@@H]1/C=C/C1=CCOC1=O (some centres undefined)
-3	-1.5	100	28	-4	·	-1	-3	-1.2	-1	N#Cc1c2ccccc2nc2ccccc12
-5	0.9	97	-4	-1	-2	-6	-6	1.7	3	CCOC(=O)N1CCC(NC(=O)CSCc2nc(-c3cccc(OC)c3)oc2C)CC1
-8	8.9	124	6	-3	-4	0	5	1.0	·	O=[N+]([O-])c1c(NCCCO)cc(Sc2nc3ccccc3s2)c2nonc12
-4	-0.3	111	-1	0	·	7	3	-1.6	-1	Cc1cccc(NC(=O)CC23CC4CC(C2)CC(n2nnc(C)n2)(C4)C3)c1
-5	1.1	98	16	-4	-2	-4	0	0.8	-1	CC(C)(C)C(=O)CSc1ncnc2c1cnn2Cc1ccccc1
-8	1.3	·	7	0	0	4	-3	-0.6	2	CN(C)CCCNc1nc(-c2ccccc2)nc2ccccc12
-2	1.0	84	-10	3	0	4	0	-4.3	10	COc1ccc(S(=O)(=O)N2CCOCC2)cc1NC(=O)CSc1nnc2c(n1)[nH]c1ccccc12
1	-1.5	80	30	0	-1	-7	-2	-0.4	1	CS(=O)(=O)N1CCN(C(=O)Cc2ccc([N+](=O)[O-])cc2)CC1
-4	-1.6	98	37	-1	1	-4	2	-0.7	-3	COc1ccc(C(=O)N2CCCC(CCC(=O)NCc3ccccc3F)C2)c(OC)n1 (centres undefined)
-10	-0.8	108	6	3	1	-2	-2	-1.6	-4	CCOc1c(Cl)cc(C2NC(=O)NC(C)=C2C(=O)NCc2ccccc2)cc1OC (centres undefined)
·	·	106	·	-4	·	0	·	·	-5	CSc1nc(SCc2ccccc2)[nH]c(=O)n1
-3	-0.4	102	3	0	-3	3	-1	0.6	·	CC1CCCN(CCCOc2ccc([N+](=O)[O-])cc2)C1 (centres undefined)
-2	-0.9	101	3	2	0	2	0	-1.1	9	CC(=O)c1ccc(NC(=O)C(Cc2ccccc2)NC(=O)c2ccco2)cc1 (centres undefined)
1	0.8	110	15	-6	-2	-4	-4	-1.3	3	Cc1ccc(NC(=O)CSc2ncn(-c3ccccc3)n2)cc1C
1	2.0	99	20	1	-4	-6	2	-3.2	5	CN(Cc1c(F)cccc1Cl)C(=O)c1ccc(NC(=O)CC2SC(N3CCCC3)=NC2=O)cc1 (centres undefined)
-2	-0.5	101	-9	-1	-2	0	-5	-0.3	6	CCOC(=O)N1CCN(C(=O)/C(=C/c2ccc(OC)c(OC)c2)NC(=O)c2ccccc2)CC1
0	-1.3	106	15	0	-3	2	0	-1.2	5	COc1ccc(-c2csc(NC(=O)CSc3ncn[nH]3)n2)cc1OC
-10	-0.8	·	-15	2	-3	0	-2	-1.2	·	CCOCCCn1c(=S)[nH]c2cc(C(=O)N3CCN(c4ccccc4)CC3)ccc2c1=O
-3	0.4	95	-9	-3	8	-1	-5	-1.4	-1	CC(C)CCn1c(=O)c2ccccc2n2c(CCC(=O)NCC3CCCO3)nnc12 (centres undefined)
-11	-0.5	101	2	2	-1	0	0	0.1	-4	CCC(CC)COC(=O)C1=C(C)NC(=O)NC1c1ccccc1Br (centres undefined)
-22	0.3	98	5	2	5	2	-2	-1.0	4	N#Cc1ccsc1NC(=O)c1cccc([N+](=O)[O-])c1
-5	-1.7	89	-23	2	51*	-4	0	-0.7	-4	Cc1cc(=O)oc2cc(OCC(=O)Nc3nnc(C4CC4)s3)ccc12
-10	2.5	·	28	-3	-2	5	2	-2.4	4	COCCCn1c(=O)c2sccc2n2c(CCCC(=O)NCc3ccc(OC)cc3)nnc12
5	0.0	98	-1	3	-2	2	2	-2.3	-2	COc1ccc(C(O)C(CC(=O)NCCCOC(C)C)C(=O)NCCCOC(C)C)cc1OC (centres undefined)
8	3.2	85	12	2	0	2	0	-0.7	-3	Cc1cc(=O)n2c(n1)OC(CO)C2 (centres undefined)
-3	0.4	·	9	0	-3	5	-2	-2.2	1	NC(=O)C1CCCN(Cc2c(C(=O)N3CCc4ccccc4C3)nc3ccc(Cl)cn23)C1 (centres undefined)
-1	-0.6	105	-17	1	7	-1	0	-1.8	1	CCc1nn(CC(=O)NCCCN2CCOCC2)c(=O)c2cc3c(OC)cccc3n12
-7	0.7	94	3	1	-2	-1	0	-0.7	·	CN(C)c1ccc(C=Nc2ccccc2C(N)=O)cc1
-7	-2.0	103	-6	-1	-3	6	-1	-0.2	-1	COc1ccccc1N1C(=O)CCC1(C#N)c1ccc(Br)cc1 (centres undefined)

In the list so far, 4 contain an NH in an aromatic ring.
RTF Ca sens inh	LANA DNA inh	DSG3 Ab inh	Arrestin-AP2 inh	DAGLB inh	CAL PDZ FP-1	V-ATPase pH	Keap1 Nrf2 FP	CAL PDZ FP-2	NSD2 inh	compound
-2	1.0	84	-10	3	0	4	0	-4.3	10	COc1ccc(S(=O)(=O)N2CCOCC2)cc1NC(=O)CSc1nnc2c(n1)[nH]c1ccccc12
·	·	106	·	-4	·	0	·	·	-5	CSc1nc(SCc2ccccc2)[nH]c(=O)n1
0	-1.3	106	15	0	-3	2	0	-1.2	5	COc1ccc(-c2csc(NC(=O)CSc3ncn[nH]3)n2)cc1OC
-10	-0.8	·	-15	2	-3	0	-2	-1.2	·	CCOCCCn1c(=S)[nH]c2cc(C(=O)N3CCN(c4ccccc4)CC3)ccc2c1=O

Continued.
RTF Ca sens inh	LANA DNA inh	DSG3 Ab inh	Arrestin-AP2 inh	DAGLB inh	CAL PDZ FP-1	V-ATPase pH	Keap1 Nrf2 FP	CAL PDZ FP-2	NSD2 inh	compound
-5	-0.8	101	-3	-4	1	-1	-1	-3.3	4	c1ccc(-c2ccc(-n3ccnc3)cc2)cc1
2	-0.2	93	5	1	-1	1	-5	1.0	0	Cc1ccc(NC(=S)c2nc3ccccc3s2)cc1
-5	2.6	101	4	-13	-9	-1	-2	-2.1	1	O=C(CCc1ccccc1)c1nnc(-c2ccccc2)o1
-8	-1.5	101	-4	-2	-15	5	-3	-3.9	-1	CC(=O)c1c(C)[nH]c(C(=O)OCC(=O)N(Cc2ccccc2)C(C)(C)C)c1C
-13	0.6	96	-3	1	5	-10	6	-2.5	-3	CN(CC(=O)NCc1ccccn1)S(=O)(=O)c1cc(Cl)ccc1Cl
-2	0.0	95	33	2	·	4	-3	-0.9	0	O=C(Nc1ccc(N2CCOCC2)c(Cl)c1)c1cccnc1
-4	-0.6	101	13	1	-3	-1	-5	-0.2	·	CC[C@]12c3[nH]c4ccc(OC)cc4c3CCN1C(=O)C(CC(=O)NC/C=C(\C)CCC=C(C)C)C[C@@H]2C(=O)N1CCN(C(=O)c2ccco2)CC1 (some centres undefined)
13	-0.1	97	19	1	0	0	0	-2.6	1	O=C(OCn1nnc2ccccc2c1=O)c1cccnc1
-3	1.2	·	6	-7	-3	-1	1	-2.9	-1	Cc1ccc(C)c(N2CC(C(=O)Nc3cc(C)on3)CC2=O)c1 (centres undefined)
-1	1.6	·	16	-1	-1	1	-3	-0.7	5	Cc1[nH]nc(N2CCCCC2)c1[N+](=O)[O-]
-8	-1.2	101	9	-43	-1	0	-3	-0.5	-3	CN(c1ccc(O)cc1)c1nc(-c2cccs2)cs1
-2	-3.1	105	-5	0	0	-9	-4	-0.4	·	CCCCCC(=O)Nc1cc2[nH]c(=O)cc(COC)c2cc1C
-4	-1.2	98	-12	0	13	-2	-1	0.6	-1	CC(C)(C)C(=O)CSc1nc(N)cc(=O)[nH]1
·	·	96	11	·	·	1	·	·	-9	Cc1ccccc1CSc1nnc(CCCCCNC(=O)OC(C)(C)C)o1
-4	0.9	106	20	-7	0	0	3	-0.2	-2	CCCCOc1ccc(C(=O)N/C(=C\c2ccc(OC)cc2)C(=O)OCc2ccco2)cc1
-9	0.6	122	-1	1	-6	8	-3	-1.8	21	NC(=S)Nc1ccc2cn[nH]c2c1
2	-0.9	105	-12	2	-3	-2	-2	-0.8	-2	COc1cccc(NC(=O)c2ccc3c(c2)CCN3S(C)(=O)=O)c1
7	0.2	110	-2	-2	-4	1	2	-0.5	-4	COc1ccc(Cn2nnc(C(=O)Nc3ccc(F)cc3)c2N)cc1
-6	-0.7	101	7	1	-4	-2	-7	-2.1	2	Cc1ccccc1C(=O)N1CCN(c2ccccn2)CC1
3	-2.3	104	3	-3	-4	-2	-2	-1.2	·	COc1cc2c(C#CCO)c(-c3ccc(C#N)cc3)oc(=O)c2cc1OC
-1	-0.7	116	25	1	0	-1	1	0.9	-5	c1ccc(-c2nc(-c3ccncc3)n[nH]2)nc1

Not all compounds are listed (hit frequency here may not be typical).
